Shiga toxin inh: Shiga toxin inhibition; inhibition, % at 38.7 µM; actives 9.2% (n = 290,000); AID 2315; Vero cells, Shiga toxin protein synthesis inhibition reporter; in the data active = inhibition mostly above about 28%, no sharp cut-off; inactive = mostly below about 43%; note: 0% is about no effect
LmPK inh: LmPK (Leishmania mexicana) enzyme inhibition; purified LmPK, Kinase-Glo ATP luminescence, 1 h; Potency, µM (top dose mostly 57.5 µM), for the others: top-dose activity change, negative = inhibition, hits mostly inhibitors; AID 1721; actives 0.37% (n = 290,000); note: potency is the fitted concentration of half-maximal effect; % is set by controls: 0 for no effect and ±100 for the full control effect
Target sequence (Q27686 whole entry, looked up): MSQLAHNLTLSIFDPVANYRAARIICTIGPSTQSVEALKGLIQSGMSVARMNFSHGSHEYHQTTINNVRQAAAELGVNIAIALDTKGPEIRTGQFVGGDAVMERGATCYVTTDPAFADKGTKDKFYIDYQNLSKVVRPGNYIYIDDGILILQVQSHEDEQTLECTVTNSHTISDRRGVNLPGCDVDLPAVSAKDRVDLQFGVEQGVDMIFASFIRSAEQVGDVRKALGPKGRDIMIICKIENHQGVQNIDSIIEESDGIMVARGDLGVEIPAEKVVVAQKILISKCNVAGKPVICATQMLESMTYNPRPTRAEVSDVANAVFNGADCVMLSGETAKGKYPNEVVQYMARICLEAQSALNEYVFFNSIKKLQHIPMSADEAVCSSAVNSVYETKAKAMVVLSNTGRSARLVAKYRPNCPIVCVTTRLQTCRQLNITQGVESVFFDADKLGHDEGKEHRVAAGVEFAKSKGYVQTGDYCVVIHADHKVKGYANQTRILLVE
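Purified LmPK (0.1 nM) with 0.5 mM PEP and 0.1 mM ADP in imidazole buffer pH 7.2 with MgCl2/KCl, 1 h at room temperature. ATP formed was read by luciferase luminescence and normalized to no-enzyme and uninhibited controls.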
AMA1 RON2 block: disrupts binding of P. falciparum AMA1 to RON2. AlphaScreen AMA1-biotinylated RON2 peptide binding. Potency, µM (highest dose often 58.2 µM), inactives show at the top dose activity change, negative = inhibition, hits mostly inhibitors. actives 0.2% (n = 360,000);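 note: potency is the fitted concentration of half-maximal effect; 0% = vehicle wells and -100% = peptide control; nearly all actives have a fitted effect of over 45% in size; some results filed as inactive show a strong effect at the top dose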
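AMA1 (3D7) with his tag at 25 nM final met compounds first, then biotinylated RON2 peptide at 25 nM; detection used donor plus acceptor beads, 10 µg/mL apiece, read by AlphaScreen after 30 min at room temperature.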
Pf growth 96h: P. falciparum growth inhibition at 96 hours. P. falciparum luciferase reporter growth, 96 h. Potency, µM (top dose mostly 28.7 µM), for inactives: top-dose activity change, negative = inhibition, actives largely listed as inhibitors. actives 6.9% (n = 320,000). AID 504834; note: potency is the fitted concentration of half-maximal effect; % is set by controls: 0 for no effect and ±100 for the full control effect
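P. falciparum expressing integrated firefly luciferase, in erythrocytes at 2% hematocrit, 0.05% parasitemia, incubated with compounds 96 h at 37 C, 5% CO2. Growth inhibition read as loss of luminescence; two-generation exposure targets delayed-death apicoplast inhibitors.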
Tb PYK inh: T. brucei pyruvate kinase inhibition; actives 0.12% (n = 410,000); Potency, µM (highest dose often 76.8 µM), for the others: top-dose activity, negative = inhibition, usual class: inhibitors; AID 624173; Q57TT1; TbPYK enzyme, Kinase-Glo Plus ATP luminescence, 45 min; note: potency is the fitted concentration of half-maximal effect; % is set by controls: 0 for no effect and ±100 for the full control effect; nearly all actives have a fitted effect of over 50% in size
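Luminescence from Kinase-Glo Plus, added after a 45-minute room-temperature reaction, served as the end-point read-out. The enzyme and substrate were preincubated with compound before ADP (130 uM final) initiated turnover. Concentration-effect curves came from normalized qHTS data.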
Cycloheximide cs: counter-screen hit for Shiga toxin inhibitors, cycloheximide; actives 12% (n = 300,000); max response, %; cell reporter, cycloheximide protein synthesis inhibition counterscreen; in the data active = max response mostly above about 13%, no sharp cut-off; inactive = mostly below about 14%; note: read at 38.3 µM for the half of the compounds with a filed dose; 0% is about no effect
Pf growth 48h: inhibits P. falciparum growth in the first generation, 48 h. P. falciparum luciferase growth in erythrocytes, 48 h. Potency, µM (series often up to 28.7 µM), inactives show top-dose activity change, negative = inhibition, most hits filed as inhibitors. actives 5.9% (n = 310,000); note: potency is the fitted concentration of half-maximal effect; % is set by controls: 0 for no effect and ±100 for the full control effect
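First compound was added to culture medium, then infected red cells at 0.1% parasitemia and 2% hematocrit (final). After incubation at 37 C under 5% CO2, luciferase detection reagent was dispensed and light output recorded.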
Starred values were filed as active, the others as inactive; ? = inconclusive; . = not tested or not shown; & = joins results of further samples; [ ] = remark or other dose. Unless noted, calls come from the whole dose curve; as a rule, active = well fitted curve in the direction sought with a large enough effect; inconclusive = small, poorly fitted or top-dose-only effect, or another doubt; inactive = no such curve, though single readings can be large; an effect the other way counts as inactive or inconclusive. Rows were taken by chance, and some 21% of all compounds hit somewhere here.

SMILES	Shiga toxin inh	LmPK inh	AMA1 RON2 block	Pf growth 96h	Tb PYK inh	Cycloheximide cs	Pf growth 48h
Cc1cc(O)c(-c2cc(C(=O)NCc3ccc4c(c3)OCO4)[nH]n2)cc1C	83.5	-2.6%	10.4%	?	7.4%	2.2	0.0%
CC1Cn2c(nnc2-c2cc3ccccc3cc2O)S1 (centres undefined)	-7.1	5.8%	8.2%	.	-1.7%	7.7	1.65µM*
Cc1ccc(N2CCN(c3ccc(C)cc3)C2c2ccncc2)cc1	42.0	-1.4%	-4.1%	36.2%[activator]	3.5%	6.5	?
COc1ccc(/C([O-])=C(/C(=S)Nc2ccc(C)c(C)c2)n2c[n+](C)c3ccccc32)cc1OC	17.2	3.2%	-1.6%	-22.5%	4.5%	16.2	?
CCOC(=O)c1c(NC(=O)CSc2n[nH]c(-c3ccco3)n2)sc(C)c1C	-12.0	3.3%	-2.8%	.	-1.3%	-2.7	0.4%
COc1cc(C)nc(NS(=O)(=O)c2ccccc2Cl)n1	-8.8	4.5%	2.2%	0.0%	0.0%	-1.5	-0.5%
CN1C(=O)C(=Cc2cc([N+](=O)[O-])ccc2N2CCCCC2)C(=O)N(C)C1=O	-2.5	-2.8%	11.8%	29.3%	0.3%	-3.8	1.9%
COC(=O)Cn1c(O)c(N=NC(=O)CNC(=O)c2ccc3c(c2)OCCO3)c2ccccc21	-4.0	-5.0%	0.0%	40.9%[activator]	6.2%	5.4	54.0%[activator]
COc1cccc(COCCN2CCN(S(=O)(=O)c3ccc(C)cc3)CCC2=O)c1	-19.4	0.6%	4.5%	?	-2.6%	-2.0	-21.2%
NC(=O)c1ccc[n+]([C@@H]2O[C@H](COP(=O)([O-])OP(=O)(O)OC[C@H]3O[C@@H](n4cnc5c(N)ncnc54)[C@@H](O)[C@@H]3O)[C@@H](O)[C@@H]2O)c1	.	.	.	-20.2%[12.8 µM]	1.7%[33.2 µM]	.	-7.6%[12.8 µM]
Cn1c(=O)c2sccc2n2c(CCCC(=O)N3CCN(c4ccccn4)CC3)nnc12	-3.1	14.1%	-4.0%	9.28µM*	0.0%	2.3	?
COc1ccc(S(=O)(=O)NCC(=O)NCc2cc(=O)n(C)c(=O)n2C)cc1F	-4.9	-3.7%	10.4%	53.1%[activator]	-4.4%	-6.8	33.8%[activator]
COc1cc(OC)nc(NC(=O)CN2CCN(c3ccc(F)cc3)CC2)n1	-11.9	2.5%	-2.8%	44.6%[activator]	-4.5%	-2.0	-12.8%
Cc1ccc(NC(=O)NCCCN2CCOCC2)cc1	16.1	-3.0%	-9.4%	7.3%	0.6%	-2.1	-6.0%
O=C(N1CCOCC1)N(Cc1ccccc1)c1ccccn1	-4.2	4.4%	3.5%	2.7%	0.2%	1.7	22.9%
Cc1ccc(C(=O)CSc2nccn2-c2ccccc2)cc1	143.3*	3.3%	-5.1%	108.4%[activator]	-8.2%	48.9*	31.6%[activator]
CCN1CC2=C(OC(N)=C(C#N)C2c2cccs2)/C(=C\c2cccs2)C1 (centres undefined)	-6.7	3.5%	-4.4%	9.28µM*	-0.2%	-2.3	.
CC(C)n1c(O)c(N=NC(=O)Cn2ccc(C(F)(F)F)n2)c2ccccc21	-8.6	-0.2%	0.6%	0.0%	-3.8%	1.0	11.2%
c1cncc(CNc2ccc3c(c2)OCO3)c1	20.6	-11.6%	-9.9%	-101.5%	?	14.1	.
COc1ccc(-c2c(-c3cc(OC)cc(OC)c3)n(C)c3ccc(-c4cccc5[nH]ccc45)cc23)cc1	.	.	-2.7%	?	4.6%	.	?
COc1ccc(C)cc1N=Nc1ccc(O)c2ncccc12	33.3	-0.7%	-44.9%	?	-25.6%	-1.7	2.62µM*
CCn1cc(C(=O)N2CCCC(C(=O)c3ccc4ccccc4c3)C2)cn1 (centres undefined)	-1.6	-0.2%	-6.8%	-12.4%	-6.3%	9.6	-26.2%
COc1ccc(C2C(C#N)=C(N)OC3=C2C(=O)CC(C)C3)c(OC)c1OC (centres undefined)	-1.8	-8.0%	-8.1%	-14.5%	5.2%	-0.9	-17.7%
CN(CC(=O)Nc1ccc(F)cc1)S(=O)(=O)c1ccc2c(c1)c(=O)n(C)c(=O)n2C	-7.6	-5.1%	9.5%	-0.9%	2.4%	-3.0	-8.9%
Cc1sc2ncn(CC(=O)NCCCC(=O)N3CCN(Cc4ccc5c(c4)OCO5)CC3)c(=O)c2c1C	-15.4	-6.8%	-6.4%	?	-3.8%	-2.8	6.9%
O=C(OCC1OC(n2ccc(=O)[nH]c2=O)C(Cl)C1O)c1ccccc1 (centres undefined)	-7.3	4.1%	5.7%	11.1%	0.1%	-2.7	25.0%
Cc1cc(=O)oc2cc(O[C@@H]3O[C@H](CO)[C@@H](O)[C@H](O)[C@H]3O)ccc12	-4.1	-1.9%	-2.2%	15.2%	-2.7%	-2.5	4.4%
CCOC(=O)C1(CC2CC2)CCN(Cc2cnc(-c3ccc(OC)cc3)nc2)CC1	11.4	7.4%	-12.3%	?	0.8%	-2.3	?
COc1ccc(Cl)cc1C(=O)Nc1ccc2c(c1)OCO2	87.4*	4.7%	-1.6%	.	2.1%	44.2*	46.2%[activator]
Oc1[nH]c2ccc(Br)cc2c1N=NC(=S)N1CCOCC1	-8.1	22.4µM*	-25.1%	0.415µM*	?	0.9	0.828µM*
COc1ccc(-c2cc(C)nc(SCc3cccc(C(=O)O)c3)n2)cc1	-3.5	-2.8%	-1.3%	16.4%	1.7%	-2.1	13.0%
c1coc(CSCc2cn3cccnc3n2)c1	37.5	0.7%	-10.9%	-1.6%	1.7%	15.5	118.6%[activator]
CC1(C)CC(=O)C2=C(C1)N(c1ccccc1)C(N)=C(C#N)C2c1ccsc1 (centres undefined)	-15.5	12.7%	-3.8%	38.8%[activator]	-3.3%	-1.4	.
COc1ccc(C2C(C(=O)NCc3ccccn3)c3ccccc3C(=O)N2C)cc1OC (centres undefined)	-11.7	-2.5%	4.2%	26.3%	-3.0%	-2.2	?
O=C(OCCN1CCCCC1)C1(c2ccccc2)CCCC1	-4.3	5.7%	-9.7%	.	4.6%	6.1	0.0%
COc1cccc(CNC(=O)CCN2C(=O)[C@@H]3Cc4ccccc4CN3C2=O)c1	-8.5	-0.8%	-21.6%	43.4%[activator]	3.3%	-4.0	-3.6%
c1cncc(-c2nc(NCC3CCCO3)c3ccccc3n2)c1 (centres undefined)	-16.9	-3.3%	7.8%	?	0.8%	-4.7	?
COc1cc(C(=O)Nc2nnc(C3CC3)s2)ccc1OCc1c(C)noc1C	-1.0	-0.8%	-4.2%	?	4.1%	6.7	?
Cc1ccc(S(=O)(=O)N2CCC(C(=O)N3CCC3)CC2)cc1	67.2*	-12.9%	1.1%	?	0.9%	45.1*	20.9%
CCc1ccc(S(=O)(=O)c2cn(C)c3cc(OC)c(OC)cc3c2=O)cc1	-2.7	-9.7%	2.8%	56.5%[activator]	4.9%&-10.6%	-7.9	-3.0%
CC(=O)NC(CC(=O)OCC(=O)c1c(N)n(C)c(=O)n(C)c1=O)c1ccccc1 (centres undefined)	-6.2	-1.6%	-0.1%	-9.2%	-1.3%	-2.6	?
Oc1ccc2ccccc2c1N=Nc1ccc(F)cc1	-4.2&1.2	-6.1%&0.3%	1.41µM*	?	1.3%	-1.0&-1.3	-2.6%&51.0%
CCC1CCCCN1S(=O)(=O)c1ccc(C(=O)Nc2nnc(-c3ccccc3Cl)o2)cc1 (centres undefined)	2.3	0.9%	113.6%[activator]	?	6.3%	-2.4	?
O=C(O)c1ccc(COc2ccccc2/C=C2\NC(=O)N(Cc3ccc(F)cc3)C2=O)cc1	15.4	3.7%	-0.9%	-2.8%	-4.7%	-1.9	?
CC(=O)OCC(=O)[C@@]1(O)CC[C@H]2[C@@H]3CCC4=CC(=O)CC[C@]4(C)[C@H]3[C@@H](O)C[C@@]21C	24.1	-3.5%	6.0%&5.6%	-8.1%&0.1%	0.6%&2.2%	-1.9	?
COC(=O)c1ccc(NC(=O)C2CC(=O)OC2c2ccccc2)cc1 (centres undefined)	16.1	0.6%	7.8%	30.2%[activator]	2.5%	-1.5	16.7%
COc1ccc(N=NC2C(=O)N(c3ccccc3)N=C2C)cc1 (centres undefined)	12.3	-0.1%	-21.7%	2.62µM*	3.6%	12.8	87.2%[activator]
CCSc1nnc([C@@H](N)Cc2c[nH]c3ccccc23)o1	13.2	-1.1%	-0.9%	-10.2%	4.0%	13.1	-6.0%
COc1ccc(/C(N)=N/OC(=O)c2ccc(Br)o2)cc1	83.6*	8.7%	3.2%	-4.0%	-0.6%	30.7	149.8%[activator]
CCC(=O)N1N=C(c2ccc(C)o2)CC1c1ccc(OC)cc1 (centres undefined)	17.6	0.8%	0.0%	52.3%[activator]	2.9%	14.1	20.1%
CCOCc1[nH]c(=S)[nH]c(=O)c1Cc1ccc(OC(C)C)cc1	10.9	8.3%	112.1%[activator]	110.9%[activator]	0.2%	4.7	?
O=C1OCCC1Sc1ncnc2sc3c(c12)CCC3 (centres undefined)	-3.4	-0.3%	-5.3%	16.0%	?	-1.7	-16.0%
CNCCOc1nc(N2CCOCC2)nc(C)c1[N+](=O)[O-]	-10.3	-2.6%	5.9%	48.0%[activator]	-1.1%	-0.7	12.3%

Source: PubChem
